ERp5 block: inhibitors of human ERp5 | AID 651711 | inhibition, % at 9.99 µM | ERp5 insulin aggregation, absorbance 650 nm, 90 min | Q15084 | 350,000 tested, 0.05% active;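 active = mean replicate inhibition above about 25%, with every replicate also reaching it, limit read from the data, passing the limit was not always enough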
Target sequence (Q15084 whole entry, looked up): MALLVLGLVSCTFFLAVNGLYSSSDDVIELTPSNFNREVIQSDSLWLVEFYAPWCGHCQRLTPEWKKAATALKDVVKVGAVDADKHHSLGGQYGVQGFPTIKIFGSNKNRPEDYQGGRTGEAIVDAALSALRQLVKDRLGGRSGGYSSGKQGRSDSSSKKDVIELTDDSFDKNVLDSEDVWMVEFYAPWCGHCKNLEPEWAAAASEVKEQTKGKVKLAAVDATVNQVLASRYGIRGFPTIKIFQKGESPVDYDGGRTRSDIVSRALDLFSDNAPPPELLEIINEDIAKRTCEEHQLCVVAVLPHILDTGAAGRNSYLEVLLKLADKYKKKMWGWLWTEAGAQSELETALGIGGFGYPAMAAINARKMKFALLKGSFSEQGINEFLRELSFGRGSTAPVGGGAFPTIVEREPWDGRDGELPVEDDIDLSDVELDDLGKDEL
ARNT-TACC3 inh: disrupts binding between human ARNT and TACC3. inhibition, % at 9.99 µM. AlphaScreen His-ARNT PAS-B/GST-TACC3 binding, luminescence; TACC3 fragment carries E629A point mutation. 390,000 tested, 0.66% active. AID 623870. Q9Y6A5;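 active = mean inhibition of replicates at least 50% and at least half of replicates each reaching 50%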;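 note: 0% = complete ARNT plus TACC3 wells and 100% = ARNT alone without TACC3; many hits fall short of the cut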
Casp6 inh: inhibitors of human caspase-6; P55212; purified caspase-6, Z-VEID-R110 cleavage fluorescence; inhibition, % at 12.5 µM; 350,000 tested, 0.53% active; AID 686996;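 active = mean inhibition across replicates at least about 35%, with every replicate also reaching that limit, limit read from the data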;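 note: 0% = median of neutral control wells and 100% = no fluorescence left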
PglD inh: PglD (C. jejuni) enzyme inhibition. AID 602405. purified PglD enzyme, DTNB colorimetric CoA detection. inhibition, % at 12.5 µM. 360,000 tested, 0.098% active; in the data active = inhibition above about 16%, passing the limit was not always enough; note: strong numbers were not always called active
E-sel inducer: E-selectin induction on HUVECs; 260,000 tested, 0.37% active; activation, % at 7.58 µM; HUVEC E-selectin immunofluorescence imaging; normalized: neutral wells 0, TNF-alpha wells 100;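 active = mean E-selectin-positive cell signal at least 10% of the positive control, reached in at least 60% of replicates, without over 20% cell loss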;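 note: in these data hits start at about 27%; measured in HUVEC primary endothelial cells; signal is the percent of cells scored E-selectin positive by PE staining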
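Read-out: % PE-positive cells | Test system: HUVEC | Doses: One compound dose added by pin transfer | Buffer or medium: EGM-2 over gelatin coat | Signal: Immunofluorescence imaging | Benchmarks: TNF-alpha, DMSO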
RAD54 inh: blocks human RAD54 Holliday junction branch migration; Q92698; FAM/BHQ fluorescence; 360,000 tested, 0.14% active; AID 602329; inhibition, % at 10.4 µM;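 active = mean normalized replicate activity at least 40 and at least half of replicates scoring 40 or more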;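 note: 0% = median of neutral control wells and 100% = median of positive control wells; inhibitors cause a drop in the FAM fluorescence signal; in these data hits start at about 50%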
esBAF inh: inhibitors of esBAF chromatin remodeling in mouse ES cells; reporter increase, % at 12.5 µM; Bmi1-luciferase knock-in reporter, 24 h; 100% = twice the neutral-well signal; 350,000 tested, 2% active; in the data active = activation above about 40%;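 note: 0% = median of the plate's neutral control wells and 100% = double that signal; a rise in the Bmi1 reporter signal indicates esBAF inhibition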
RAD52 anneal inh: RAD52 (human) annealing inhibition; recombinant RAD52 DNA annealing, FRET fluorescence; 360,000 tested, 0.46% active; inhibition, % at 18.7 µM;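 active = every replicate showing at least 50% inhibition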
Target sequence (P43351 whole entry, looked up): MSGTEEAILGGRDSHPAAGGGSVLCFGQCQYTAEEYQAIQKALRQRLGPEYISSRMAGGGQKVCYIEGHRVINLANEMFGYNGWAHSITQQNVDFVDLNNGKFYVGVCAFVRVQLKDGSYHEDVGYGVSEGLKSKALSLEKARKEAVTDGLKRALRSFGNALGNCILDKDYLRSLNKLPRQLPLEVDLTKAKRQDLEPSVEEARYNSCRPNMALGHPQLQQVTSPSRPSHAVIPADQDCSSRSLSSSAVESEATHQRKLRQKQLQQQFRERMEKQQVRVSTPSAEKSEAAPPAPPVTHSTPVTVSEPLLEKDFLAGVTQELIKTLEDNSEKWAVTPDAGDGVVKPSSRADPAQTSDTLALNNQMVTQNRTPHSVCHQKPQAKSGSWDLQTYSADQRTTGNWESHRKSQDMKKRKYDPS
Starred values were filed as active, the others as inactive; i = inactive; · = not tested or not shown; & = joins results of further samples.

1: COc1cccc(OC)c1C(=O)Nc1cc(C)on1
2: COc1ccc(Cl)cc1C(=O)NCc1ccco1
3: C[C@H](O)C#Cc1ccc2c(c1)O[C@@H](CN(C)C(=O)CC1CC1)[C@@H](C)CN([C@@H](C)CO)S2(=O)=O
4: Cc1[nH]c(C)c(S(=O)(=O)NCc2ccco2)c1C(=O)N1CCCCC1
5: CN(C)C=Nc1ncc2c([nH]c3ccccc32)c1C#N
6: CC(CC(=O)Nc1ccc(Cl)c(S(=O)(=O)N2CCOCC2)c1)c1ccccc1 (stereo not given)
7: C[C@H]1CN([C@@H](C)CO)C(=O)CCCn2cc(nn2)CO[C@H]1CN(C)S(=O)(=O)c1ccccc1
8: Oc1ccc(/C=N/n2c3ccccc3c3ccccc32)cc1
entry no.,1,2,3,4,5,6,7,8
ERp5 block,·,-5,0,-9,·,0,1,·
ARNT-TACC3 inh,-5,-7,-4,-4,1,-4,-1,7
Casp6 inh,·,-2,4,5,·,4,0,·
PglD inh,-9,3,-4,1,-3,·,-2,-2
E-sel inducer,·,0.2,0.3,·,·,·,0.0,·
RAD54 inh,8,·,-1,5,11,·,5,-10
esBAF inh,0,-8,1,-7,33,·,2,-4
RAD52 anneal inh,·,1,2,-15,·,-22,9,·

9: O=C(NC(=O)c1c(Cl)cccc1Cl)Nc1ccc(Oc2cccnc2)nc1
10: O=C(NCc1ccc(F)cc1)c1ccc(CS(=O)(=O)Cc2ccc(F)cc2)o1
11: O=c1c(Cl)c(N2CCN(S(=O)(=O)c3ccccc3)CC2)cnn1-c1ccccc1
12: COc1ccc(NS(=O)(=O)c2cccc(-c3nnc4n3CCCCC4)c2)cc1
13: CCOc1cc(N2CCOCC2)c(OCC)cc1NC(=O)CCC1CCCC1
14: CCC(c1nnnn1Cc1ccc(F)cc1)N1CCN(C)CC1 (stereo not given)
15: Cc1ccc2nc(N(CCN3CCOCC3)C(=O)CCS(=O)(=O)c3ccccc3)sc2c1
16: Cc1ccc(C)c(NC(=O)COc2coc(CN3CCc4ccccc43)cc2=O)c1
entry no.,9,10,11,12,13,14,15,16
ERp5 block,3,·,·,·,·,-6,-3,4
ARNT-TACC3 inh,19,-9,-6,-3,11,-9,-3,3
Casp6 inh,0,·,·,·,·,-1,20,-1
PglD inh,-3,-4,-9,-8,8,·,0,0
E-sel inducer,0.2,·,·,·,·,·,·,·
RAD54 inh,3,3,1,-6,-10,·,-6,4
esBAF inh,·,4,1,0,-2,·,32,·
RAD52 anneal inh,-5,·,·,·,·,-6,-5,-17

17: CN1CCN(C(=O)c2ccc3c(=O)n(CCc4ccccc4)c(=S)[nH]c3c2)CC1
18: Cc1cc(Cl)ccc1OCCCC(=O)OCC(=O)c1c(N)n(C)c(=O)n(C)c1=O
19: C[C@@H]1CN([C@H](C)CO)C(=O)c2cc(NC(=O)C3CCCCC3)ccc2O[C@@H]1CN(C)C(=O)Nc1ccc(C(F)(F)F)cc1
20: CCOc1ccc(-c2nc(-c3cccnc3)no2)cc1
21: CC1CCCC(C)N1CC(O)COCC1COc2ccccc2O1 (stereo not given)
22: Cc1ccc([C@@H]2[C@@H]3C(=O)N(C)C(=O)[C@@H]3[C@]3(Cc4ccccc4)C(=O)N(Cc4ccccn4)CC(=O)N23)o1
23: Cc1cccc(N(C(=O)CCC(=O)Nc2ccccn2)C(C(=O)NC(C)C)c2ccc(F)cc2)c1 (stereo not given)
24: CCCOc1ccc(C(=O)Nc2cc(S(=O)(=O)N3CCOCC3)ccc2N2CCN(CC)CC2)cc1OC
entry no.,17,18,19,20,21,22,23,24
ERp5 block,·,0,1,·,·,-3,4,2
ARNT-TACC3 inh,-3,0,4,-4,-2,1,-10,2
Casp6 inh,·,1,1,·,·,0,1,-123
PglD inh,0,2,6,2,7,-6,0,-3
E-sel inducer,·,0.6,0.0,·,·,0.0,3.2,-0.7
RAD54 inh,9,7,-2,1,-6,-6,6,-4
esBAF inh,-5,5,-9,-3,6,-2,-3,8
RAD52 anneal inh,·,-11,8,·,·,-16,-7,-11

25: Cc1noc(C)c1NC(=O)N(C)C[C@H]1Oc2ccc(NC(=O)Nc3cccc4ccccc34)cc2C(=O)N([C@H](C)CO)C[C@@H]1C
26: CN(C)c1ccc2nc3c(=O)[nH]c(=O)nc-3n(CC(O)C(O)C(O)CO)c2c1 (stereo not given)
27: CN(C)S(=O)(=O)N1CCC(CO)(CCc2ccccc2)CC1
28: O=C(CC1CC1)N[C@H]1CC[C@H](CCNS(=O)(=O)c2ccc(Cl)cc2)O[C@@H]1CO
29: CC(C)NC(=O)Nc1ccc2c(c1)CC(=O)N([C@H](C)CO)C[C@H](C)[C@@H](CN(C)CC1CCCCC1)O2
30: O=C(O)CCCCC1CCSS1 (stereo not given)
31: Nc1c(C(=O)OCC2CCCO2)c2nc3ccccc3nc2n1C1CCCCC1 (stereo not given)
32: Cc1ccc2nc(N3CCN(C(=O)CCCC(=O)O)CC3)nc(-c3ccccc3)c2c1
entry no.,25,26,27,28,29,30,31,32
ERp5 block,1,-1,0,9,-5,3,5,0
ARNT-TACC3 inh,4,-1,-9,-4,-15,36,7,-12
Casp6 inh,3,11,3,0,0,·,10,-1
PglD inh,-2,1,·,1,1,-6,-4,-1
E-sel inducer,0.2,0.1,·,-0.3,-0.4,-0.1,·,·
RAD54 inh,0,-234,·,-1,-11,8,-1,0
esBAF inh,1,-11,·,2,1,0,-6,-11
RAD52 anneal inh,-2,i,-6,-7,10,1,-13,-2

Overlap with the part before: 4 compounds; new compounds follow.
29: CC(C)NC(=O)Nc1ccc2c(c1)CC(=O)N([C@H](C)CO)C[C@H](C)[C@@H](CN(C)CC1CCCCC1)O2
30: O=C(O)CCCCC1CCSS1 (stereo not given)
31: Nc1c(C(=O)OCC2CCCO2)c2nc3ccccc3nc2n1C1CCCCC1 (stereo not given)
32: Cc1ccc2nc(N3CCN(C(=O)CCCC(=O)O)CC3)nc(-c3ccccc3)c2c1
33: O=C(NC1CCCC1)C1CCCN1S(=O)(=O)c1cccc2cccnc12 (stereo not given)
34: COc1ccc(C(=O)COC(=O)C2COc3ccccc3O2)cc1F (stereo not given)
35: C(=C\c1ccccc1)/CN1CCN(C(c2nnnn2C2CCCCC2)C2CC2)CC1 (stereo not given)
36: CC(=O)Nc1ccc(S(=O)(=O)Oc2ccc(/C=N/NC(=O)c3ccc(Cl)cc3)cc2)cc1
37: CC(CC(=O)N(CCC1=CCCCC1)c1c(N)n(Cc2ccccc2)c(=O)[nH]c1=O)c1ccccc1 (stereo not given)
38: C[C@H]1CN([C@@H](C)CO)C(=O)c2cc(C3=CCCC3)cnc2O[C@H]1CN(C)Cc1cccc(F)c1
39: CCN(CC)CCSc1nc2ccccc2n1Cc1ccccc1
40: CC(C)(C)NC(=O)CN(C(=O)C1CSC(=O)C1)c1ccc2c(c1)OCCO2 (stereo not given)
entry no.,29,30,31,32,33,34,35,36,37,38,39,40
ERp5 block,-5,3,5,0,-1,-10,3,·,16,6,2,·
ARNT-TACC3 inh,-15,36,7,-12,1,-2,·,-3,-3,-3,-14,-3
Casp6 inh,0,·,10,-1,-2,-2,0,·,1,-1,12,·
PglD inh,1,-6,-4,-1,1,-1,4,-4,·,-3,-8,0
E-sel inducer,-0.4,-0.1,·,·,·,·,-1.3,·,-0.1,-0.1,·,·
RAD54 inh,-11,8,-1,0,-4,-3,9,7,·,-1,-15,-6
esBAF inh,1,0,-6,-11,4,-7,4,-10,-6,1,1,-14
RAD52 anneal inh,10,1,-13,-2,-17,-8,-11,·,-11,4,-1,·

41: COc1ccc(S(=O)(=O)N(C)C[C@H]2Oc3c(NC(=O)Nc4ccc(F)cc4)cccc3C(=O)N([C@H](C)CO)C[C@@H]2C)cc1
42: O=C(Nc1cc(Cl)ccc1N1CCOCC1)c1cnccn1
43: Cn1c(SCC(=O)Nc2cc(C(C)(C)C)nn2-c2ccccc2)nc2ccccc21
44: CC(Oc1cc2oc(=O)c3c(c2cc1Cl)CCC3)C(=O)NCc1ccccn1 (stereo not given)
45: S=c1[nH]nc(-c2ccc(Cl)cc2)n1Cc1ccccc1
46: O=C(O)C1CSC(c2ccc3c(c2)OCO3)N1 (stereo not given)
47: CC(SC(C)C(=O)NN=Cc1cccc(F)c1)C(=O)NN=Cc1cccc(F)c1 (stereo not given)
48: CC(O)(c1cccnc1)c1nc(-c2ccc(F)c(Cl)c2)cs1 (stereo not given)
entry no.,41,42,43,44,45,46,47,48
ERp5 block,-1,-8,-3,2,0,0,-2,3
ARNT-TACC3 inh,·,·,14,1,0,3,-4,·
Casp6 inh,0,1,-1,2,-2,4,-2,4
PglD inh,·,-1,·,-3,2,4,9,6
E-sel inducer,0.6,·,·,·,·,5.3,0.4,0.2
RAD54 inh,·,-1,·,13,1,1,2,0
esBAF inh,-9,·,·,-3,-2,19,-2,3
RAD52 anneal inh,2,-2,-9,-2,1,-23,-10,-15

3 entries out of the list, arranged by formula weight, descending.
31: Nc1c(C(=O)OCC2CCCO2)c2nc3ccccc3nc2n1C1CCCCC1 (stereo not given)
2: COc1ccc(Cl)cc1C(=O)NCc1ccco1
30: O=C(O)CCCCC1CCSS1 (stereo not given)
entry no.,31,2,30
ERp5 block,5,-5,3
ARNT-TACC3 inh,7,-7,36
Casp6 inh,10,-2,·
PglD inh,-4,3,-6
E-sel inducer,·,0.2,-0.1
RAD54 inh,-1,·,8
esBAF inh,-6,-8,0
RAD52 anneal inh,-13,1,1

(list continues)
49: CSC1=NCCN1S(=O)(=O)c1ccccc1
50: CC(C)NC(=O)c1ccc(N(Cc2ccc(Cl)cc2)S(C)(=O)=O)cc1
51: CC(=O)N(Cc1ccccc1)c1ncc2c(n1)c(=O)c(C#N)c1ccccn12
52: COc1ccc(S(=O)(=O)Nc2ccc3c(c2)CC(=O)N([C@H](C)CO)C[C@H](C)[C@@H](CN(C)C(=O)NC2CCCCC2)O3)cc1
53: OC[C@@H]1[C@H](c2ccc(C#Cc3ccccc3)cc2)[C@@H]2CN(CC3CCOCC3)CCCCN12
54: COc1ccc(S(=O)(=O)N(C)C[C@H]2Oc3c(NC(=O)Nc4ccccc4)cccc3C(=O)N([C@H](C)CO)C[C@@H]2C)cc1
55: CC1CCCN(C(=O)c2ccc(NC(=O)CC3SC(N4CCCC4)=NC3=O)cc2)C1 (stereo not given)
56: C=CCOC(=O)Nc1snnc1C
entry no.,49,50,51,52,53,54,55,56
ERp5 block,1,-1,·,10,15,0,-3,·
ARNT-TACC3 inh,1,-7,39,17,8,0,-10,1
Casp6 inh,-2,0,·,1,0,7,2,·
PglD inh,·,-1,-2,0,1,-1,0,-5
E-sel inducer,·,·,·,53*,-0.3,0.9&0.1,0.9,·
RAD54 inh,·,0,-17,-4,-1,-6,7,3
esBAF inh,·,2,1,-6,·,-4,·,-1
RAD52 anneal inh,-9,12,·,3,14,-9,-16,·

Source: PubChem
